High-throughput results from PubChem BioAssay.
NPC1 promoter act: NPC1 promoter activation. 320,000 tested, 2.4% active. Huh7 NPC1 promoter luciferase reporter, 24 h. Potency, µM (series often up to 9.22 µM), inactives show top-dose activation, most hits filed as activators. AID 485313;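 further: potency means the concentration at half of the fitted maximal effect; % of control where 0% means no effect; nearly all actives have a fitted effect of over 60% in size; reporter is driven by a mutant NPC1 promoter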
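Huh7 reporter cells (NPC1 promoter driving luciferase) are dosed with compound for 24 h at 37 °C, 5% CO2; luciferase detection reagent is then added and luminescence measured after 10 min at ambient temperature.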
Rab9 promoter act: Rab9 promoter activation; Huh7 Rab9 promoter-luciferase reporter, luminescence, 24 h; Potency, µM (highest dose often 9.22 µM), without a hit: at the highest dose activation, negative = inhibition, hits mostly activators; 320,000 tested, 2.8% active; further: potency means the concentration at half of the fitted maximal effect; % of control where 0% means no effect; nearly all actives have a fitted effect of over 60% in size
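Huh7 reporter line, Rab9 promoter upstream of luciferase. Compound exposure 24 h at 37 °C in reduced-serum medium with 10% FBS. Read-out: luminescence.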
PKM2 act: increases activity of human pyruvate kinase M2; P14618; purified PKM2, Kinase-Glo ATP luminescence, activation; response scale: 0% is enzyme alone, no compound; Potency, µM (top dose mostly 57.5 µM), for the others: top-dose activation, usual class: activators; 260,000 tested, 0.34% active; AID 1631; further: potency means the concentration at half of the fitted maximal effect; on the % scale 0 is the no-effect control and ±100 the full control effect; nearly all actives have a fitted effect of over 55% in size
Target sequence (P14618 whole entry, looked up): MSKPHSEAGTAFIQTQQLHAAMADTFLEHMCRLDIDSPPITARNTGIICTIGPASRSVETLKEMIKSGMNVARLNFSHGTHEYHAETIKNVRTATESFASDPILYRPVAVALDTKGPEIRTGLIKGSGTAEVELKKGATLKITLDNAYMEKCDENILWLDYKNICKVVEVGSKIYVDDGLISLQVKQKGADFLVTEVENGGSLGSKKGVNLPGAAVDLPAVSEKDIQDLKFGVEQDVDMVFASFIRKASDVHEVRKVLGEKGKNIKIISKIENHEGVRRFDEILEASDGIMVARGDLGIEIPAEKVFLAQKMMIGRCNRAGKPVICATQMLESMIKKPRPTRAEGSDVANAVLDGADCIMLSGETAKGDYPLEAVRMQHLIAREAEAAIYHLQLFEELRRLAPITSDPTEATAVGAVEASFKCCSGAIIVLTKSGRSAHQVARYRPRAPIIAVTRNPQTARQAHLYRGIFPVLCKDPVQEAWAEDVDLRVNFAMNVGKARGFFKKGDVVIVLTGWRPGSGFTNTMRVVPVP
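Kinase-Glo luminescence reports ATP generated from ADP (0.1 mM) and PEP (0.5 mM) by purified hPK-M2 after 1 h at room temperature, pH 7.2 imidazole buffer; intermediate enzyme activity allows detecting inhibitors and activators.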
Menin-MLL TR inh: displaces Texas Red mutant MLL peptide from human menin | O00255 | Menin + Texas Red MLL mutant peptide, fluorescence polarization | Potency, µM (top dose mostly 61.6 µM), without a hit: at the top dose FP activity change, negative = inhibition, most hits filed as inhibitors | 270,000 tested, 0.23% active; active means well fitted inhibition curve with a large enough effect in the polarisation, with a control signal flat, not every such curve was filed as active; inconclusive means small, poorly fitted or top-dose-only effect, or effect the other way, or a change in a side signal; inactive means no such curve, though single readings can be large or run the other way; the % refers to the polarisation; further: potency means the concentration at half of the fitted maximal effect; % of control where 0% means no effect; many of its hits are not listed in these tables
VP16 counter: counter-screen for ROR gamma inhibitors: Gal4-VP16 reporter; Drosophila S2 Gal4-VP16 UAS-luciferase, luminescence, 20 h; Potency, µM (doses to about 53.6 µM), without a hit: at the highest dose activity, negative = inhibition, hits mostly inhibitors; 310,000 tested, 3.5% active; AID 2546;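 further: Gal4-VP16 expression switched on by copper sulfate through the metallothionein promoter; potency means the concentration at half of the fitted maximal effect; on the % scale 0 is the no-effect control and ±100 the full control effect; nearly all actives have a fitted effect of over 50% in size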
FLuc counter: counter-screen for miR-21 project: firefly luciferase inhibitors or activators | P08659 | purified FLuc, Km substrates, luminescence inhibition | Potency, µM (series often up to 57.5 µM), for the others: top-dose activity change, negative = inhibition, actives largely listed as inhibitors | 360,000 tested, 6.9% active | AID 588342;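 further: potency means the concentration at half of the fitted maximal effect; plate controls were vehicle for no effect and reference inhibitor for full effect; nearly all actives have a fitted effect of over 55% in size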
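Purified P. pyralis luciferase (10nM final) with 10uM D-luciferin and 10uM ATP (Km levels) in 50mM Tris acetate pH 7.5, 10mM Mg acetate, 0.01% Tween-20, 0.05% BSA; qHTS 6-point titration, ~60 µM downward; luminescence read.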
Mito fusion yeast: blocks mitochondrial division or promotes mitochondrial fusion | S. cerevisiae fusion-defective mutant growth rescue, CellTiterGlo 48 h | Potency, µM (series often up to 46.1 µM), for inactives: at the top dose growth rescue (activation), actives largely listed as activators | 320,000 tested, 0.23% active | AID 485298;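 further: potency means the concentration at half of the fitted maximal effect; % of control where 0% means no effect; nearly all actives have a fitted effect of over 45% in size; temperature-sensitive fusion mutants such as fzo1-1 at 37 °C on non-fermentable ethanol glycerol medium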
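Luminescent cell viability in 1536-well qHTS format served as the measure of rescued growth in ts fusion-mutant S. cerevisiae cultured on non-fermentable YPEG for 48 hours at 37C.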
MBNL1-CUG inh: blocks human MBNL1 binding to CUG repeat RNA; TR-FRET MBNL1-His/biotin-(CUG)12 binding, 665/545 ratio; Potency, µM (doses to about 57.5 µM), without a hit: at the top dose activity change, negative = inhibition, most hits filed as inhibitors; 280,000 tested, 0.036% active; AID 2675; active means well fitted inhibition curve with a large enough effect in the signal ratio, with a control signal flat, not every such curve was filed as active; inconclusive means small, poorly fitted or top-dose-only effect, or effect the other way, or a change in a side signal; inactive means no such curve, though single readings can be large or run the other way; the % refers to the signal ratio; further: potency means the concentration at half of the fitted maximal effect; on the % scale 0 is the no-effect control and ±100 the full control effect
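Ratiometric TR-FRET (665 over 545 nm, excitation 340 nm) tracks disruption of MBNL1-His/biotin-(CUG)12 complex after 60 min at room temperature, with compounds at 92 nM to 58 uM final.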
RORg inh: blocks mouse ROR gamma transcriptional activity; Drosophila S2 Gal4-RORgamma UAS-luciferase reporter, 20 h; P51450; 310,000 tested, 5.4% active; Potency, µM (doses to about 53.6 µM), inactives show at the highest dose activity change, negative = inhibition, actives largely listed as inhibitors; further: potency means the concentration at half of the fitted maximal effect; on the % scale 0 is the no-effect control and ±100 the full control effect; nearly all actives have a fitted effect of over 60% in size
Target sequence (P51450 whole entry, looked up, the tested form may be a part): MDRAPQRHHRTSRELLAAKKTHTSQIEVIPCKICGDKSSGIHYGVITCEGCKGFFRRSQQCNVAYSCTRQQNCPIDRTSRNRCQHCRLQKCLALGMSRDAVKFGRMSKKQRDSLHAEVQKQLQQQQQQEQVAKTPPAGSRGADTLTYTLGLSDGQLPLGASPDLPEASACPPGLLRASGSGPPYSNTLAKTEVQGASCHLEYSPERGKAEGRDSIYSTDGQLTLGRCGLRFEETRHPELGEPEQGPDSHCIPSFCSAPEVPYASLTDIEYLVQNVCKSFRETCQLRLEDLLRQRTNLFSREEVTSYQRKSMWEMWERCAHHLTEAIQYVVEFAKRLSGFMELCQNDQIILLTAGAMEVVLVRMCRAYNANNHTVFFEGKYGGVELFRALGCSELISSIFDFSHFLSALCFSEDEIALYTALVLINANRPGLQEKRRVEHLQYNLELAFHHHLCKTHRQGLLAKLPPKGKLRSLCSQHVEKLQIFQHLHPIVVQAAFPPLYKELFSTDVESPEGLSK
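Schneider cells (Drosophila), stable Gal4 DBD–ROR gamma + UAS-luc; 1 hr cmpd preincubation; Cu2+ induction 700 uM final; 20 hr ambient; luminescence.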
KCNH2 3.1 inh: KCNH2 3.1 (human) potassium channel inhibition; 340,000 tested, 0.95% active; activity change, % (tested at about 1.8 µM); AID 720553; U2OS KCNH2 3.1, thallium flux FluxOr; hits give low values;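 active means maximum activity change below -70%; inconclusive means maximum activity change from -70% to -50%; inactive means maximum activity change above -50%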;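 further: thallium influx rate constant from kinetic fluorescence after stimulation buffer; on the % scale 0 is the no-effect control and ±100 the full control effect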
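Measured as rate of thallium-driven FluxOr signal in transduced U2OS cells carrying the 3.1 channel, read kinetically for 2 min upon stimulation; values are rate constants scaled to DMSO control wells.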
ELG1 repair inh: inhibitors of ELG1-dependent DNA repair in HEK293T cells; Potency, µM (highest dose often 46.1 µM), inactives show at the top dose activity change, negative = inhibition, most hits filed as inhibitors; 330,000 tested, 2.3% active; HEK293T ELG1-luciferase reporter, luminescence, 16 h; DNA damage induced by 5-fluorouridine; further: potency means the concentration at half of the fitted maximal effect; on the % scale 0 is the no-effect control and ±100 the full control effect; nearly all actives have a fitted effect of over 55% in size
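Quantitative HTS, concentration-response format. 2,000 cells/well co-treated with 5-fluorouridine and compound, 16 hr in 5% CO2 at 37 °C; ONE-Glo luminescence read after 30 min.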
Active calls of the source: *; ? = inconclusive; nt = not tested or not shown; [ ] = remark or other dose. Unless noted, the call rests on the fitted dose curve; in most records, active means well fitted curve in the direction sought with a large enough effect; inconclusive means small, poorly fitted or top-dose-only effect, or another doubt; inactive means no such curve, though single readings can be large; an effect the other way counts as inactive or inconclusive.

SMILES	NPC1 promoter act	Rab9 promoter act	PKM2 act	Menin-MLL TR inh	VP16 counter	FLuc counter	Mito fusion yeast	MBNL1-CUG inh	RORg inh	KCNH2 3.1 inh	ELG1 repair inh
C=CCNC(=O)Cn1c(=O)c2c(ncn2CCC(C)C)n(Cc2ccccc2)c1=O	1%	1%	14%	-1%	1%	-1%	2%	-1%	10%	15	10%
O=C(N/N=C\c1cc2c(cc1Cl)OCO2)c1cccs1	?	?	-2%	nt	?	?	-2%	5%	-22%	-9	?
C=CCn1c(Br)nc2c1c(=O)n(C)c(=O)n2C	1%	1%	18%	-10%	1%	1%	1%	-11%	3%	-12	-7%
O=C1c2cccc3c(N4CCCCC4)ccc(c23)C(=O)N1c1cccc(O)c1	0%	0%	-3%	-27%	?	19µM*	19%	?	?	-14	8%
CN1CCN(NC(=O)NC2CCCCC2)CC1	-1%	2%	3%	17%	1%	0%	3%	-7%	-6%	-12	6%
CSc1ccc(/C=C/C(=O)OCC(=O)N(C)CCC#N)cc1	3%	2%	0%	-25%	27%	-17%	-4%	?	20%	-17	-7%
Cc1ccc(S(=O)(=O)Nc2ccc(-c3ccc4nncn4n3)cc2)cc1	-1%	-1%	nt	nt	nt	9%	3%	nt	nt	21	?
CCOc1ccc(NC(=O)Cc2c(O)c3ccccc3[nH]c2=O)cc1	-3%	-7%	-2%	34%[activator]	2%	-3%	-1%	2%	-18%	2	1%
COc1ccc(C2(O)CCN(C(=O)NC3CCCCC3)CC2)cc1	-1%	19%	-5%	-10%	-10%	-2%	-2%	-8%	27%	10	?
Cc1csc(CNC(=O)CC2C(=O)NCCN2Cc2ccc(F)cc2Cl)n1 (stereo unspecified)	1%	16%	8%	nt	-5%	7%	1%	10%	4%	5	-5%
CC(C)(C)NC(=O)CSc1nc2cccnc2n1C1CCCCC1	-6%	-6%	-1%[11.5 µM]	-5%	-4%	14%	5%	-6%	6%	-9	2%
O=C(NCCCN1CCOCC1)C1CC(=O)N(c2ccccc2)C1 (stereo unspecified)	3%	-2%	nt	-7%	2%	3%	-18%	-7%	-28%	-7	0%
CCN1C(=O)CSc2ccc(C(=O)NCCCN3CCOCC3)cc21	0%	-2%	-2%	21%	-4%	1%	0%	-9%	-17%	-2	21%
CC(C)Oc1ccc(C(=O)NC(=S)Nc2ccc(CN3CCOCC3)cc2)cc1	-7%	1%	6%	5%	13µM*	0%	-2%	-8%	7.1µM*	-15	?
O=C(Cc1ccc(Br)cc1)Nc1cccc(-c2cn3c(n2)SCC3)c1	-3%	-1%	-2%	-18%	3%	?	0%	5%	25%	1	?
COC(=O)c1c(NC(=O)CSc2ncnc3c2cnn3-c2ccccc2Cl)sc2c1CCCC2	-4%	-4%	-1%	-16%	2%	1%	0%	-25%	14%	-47	-24%
CCC1CCCCN1C(=O)N[C@@H](CCSC)C(=O)OC (stereo partly specified)	0%	-7%	-10%	1%	-5%	-2%	-5%	8%	-14%	5	-13%
O=C(NNC(=O)c1ccccc1Cl)c1csc(N2CCOCC2)n1	0%	-2%	nt	nt	nt	?	-5%	nt	nt	0	?
O=C(NCc1ccc(N2CCCC2=O)cc1)C1CCC(=O)N(Cc2ccccc2F)C1 (stereo unspecified)	0%	-1%	1%	-1%	6%	4%	-2%	-4%	-12%	1	-7%
Cc1ccc(S(=O)(=O)N2CCOCC2)cc1C(=O)OCCOc1cccc(Cl)c1	4%	-4%	nt	nt	nt	-2%	11%	nt	nt	0	?
COC(=O)c1cn(NC(=O)c2cc(OC)c(OC)c(OC)c2)c(=O)c2ccccc12	-1%	2%	-1%	?	3%	-1%	-1%	-3%	-11%	19	?
Cc1cccc(N(CC(=O)NCc2ccccc2)C(=O)Cn2nnc(-c3ccc(C)o3)n2)c1	3%	5%	4%	-13%	-23%	-1%	1%	-1%	23%	-6	-12%
CCOC(=O)C1CN(S(=O)(=O)c2ccccc2)c2cc(S(=O)(=O)CC)ccc2O1 (stereo unspecified)	1%	4%	0%	0%	0%	3%	2%	0%	-22%	4	?
COC(=O)c1c(NC(=O)/C=C/C(=O)O)sc(C)c1-c1ccc(C)c(C)c1	-3%	-3%	7%	1%	-5%	1%	22%	6%	4.5µM*	-12	-6%
CC(NS(=O)(=O)c1ccc(Br)cc1)C(=O)Nc1nc2ccccc2[nH]1 (stereo unspecified)	1%	0%	nt	nt	nt	-1%	0%	nt	nt	-7	-22%
O=C(NC(=S)Nc1ccc(Oc2ccccc2)cc1)c1ccc(Cl)cc1	-3%	-11%	-3%	-1%	?	-2%	14%	-3%	8.9µM*	1	-29%
C/C(=N\NC(=O)CCC(=O)NCc1ccccc1)c1ccco1	0%	-9%	nt	nt	-4%	0%	4%	3%	-2%	-2	12%
COc1ccccc1CP(=O)(c1ccccc1)c1ccccc1	-2%	-5%	-14%	-10%	15%	4%	0%	-12%	?	-17	-7%
Cc1cccc(-c2nc(CS(=O)CC(=O)NCCCSC3CCCCC3)c(C)o2)c1 (stereo unspecified)	-4%	-5%	2%	-3%	-8%	0%	2%	19%	22%	-18	?
CCN(CC)C(=S)SCC(=O)c1c(C)[nH]c2ccccc12	0%	3%	-3%	?	-12%	?	18%	-9%	26%	4	-6%
COc1ccc(N2CCN(C(=O)CNC(=O)Cn3c(C)cc4ccccc4c3=O)CC2)cc1	-3%	6%	4%	-9%	-9%	0%	-2%	9%	26%	7	?
COc1ccc(C(=O)Nc2ccccc2C(=O)N2CCCCCC2)cc1OC	-3%	5%	-13%	-8%	1%	3%	0%	3%	0%	5	0%
CS(=O)(=O)NN1C(=O)c2ccccc2NC1c1cccs1 (stereo unspecified)	-6%	?	1%	1%	15%	-1%	-1%	-10%	2%	-1	-7%
COc1ccc(OC)c(CNC(=O)CCn2nc(C)c3c(C)n(-c4ccccc4)nc3c2=O)c1	1%	3%	nt	nt	13%	3%	3%	-7%	1%	-27	-14%
Brc1c(CSc2nncc3ccccc23)nc2ccccn12	-4%	-6%	4.5µM*	-13%	11%	?	-6%	17%	-12%	-10	17%
CCOC(=O)N1CCN(c2c(NCc3ccc(F)cc3)c(=O)c2=O)CC1	-30%[inhibitor]	-23%	1%	nt	-7%	-2%	0%	3%	-9%	-4	?
Cc1cc(N2CCN(C)CC2)nc2ccc(NC(=O)CCC(=O)NCc3ccco3)cc12	-2%	0%	-6%	-3%	-3%	-18%	1%	-4%	-11%	24	15%
Cc1ccc(-c2noc(CCCC(=O)Nc3cccnc3)n2)cc1	0%	-8%	1%	1%	3.2µM*	-18%	-3%	-19%	0.56µM*	-38	?
CN1CCN(S(=O)(=O)c2cccc(C(=O)N3CCc4ccccc43)c2)CC1	3%	-3%	0%	-9%	-1%	1%	0%	2%	-20%	-1	-8%
COc1ccc(S(=O)(=O)N2CCOCC2)cc1NC(=O)CSc1cccc[n+]1[O-]	-1%	4%	-4%	nt	-4%	0%	0%	-5%	25%	-11	?
O=C(COc1ccc(S(=O)(=O)N2CCOCC2)cc1)N1CCOCC1	-4%	-4%	nt	nt	nt	0%	3%	nt	nt	-18	10%
CCc1ccccc1NC(=O)CCCSc1nc2ccccc2s1	6%	1%	-9%	7%	?	-17%	-2%	?	?	-11	1%
O=C(OCCN1C(=O)CCC1=O)c1ccc(S(=O)(=O)N2CCCCC2)cc1	-5%	4%	-10%	-1%	3%	0%	-2%	-3%	16%	-6	-8%
COc1ccc(CN2CCN(CC3CC3)CC2CCO)c(C)c1C (stereo unspecified)	-2%	1%	1%	-14%	nt	-1%	-3%	4%	nt	5	14%
COc1ccc(C(=O)Nc2ccc3nc4n(c(=O)c3c2)CCCC4)cc1[N+](=O)[O-]	-12%	2%	1%	-22%	-2%	0%	-4%	nt	12%	nt	?
Cc1cc(C(=O)Nc2sc(C)c(C)c2C#N)c(C)o1	13%	15%	17%	9%	nt	-1%	3%	16%	0%[0.365 µM]	-4	?
CCCn1c(SCC(=O)Nc2cc(C(=O)O)ccc2C)nc2sc3c(c2c1=O)CCC3	1%	-3%	nt	nt	nt	-2%	3%	nt	nt	2	8%

A portion of the library; rates above refer to the full screens.
